Screens (PubChem)
IDE inh – cellular human IDE inhibition | P14735 | HEK cells, FAbetaB cleavage, fluorescence polarization | inhibition, % at 5.59 µM | 320,000 tested, 0.41% active | AID 434962;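 active means percent inhibition above the average of all tested compounds plus 3 SD, set per screening campaign, cut at about 16% in these data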;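 further: IDE supplied by intact live HEK cells; FP after avidin binding of uncleaved biotin substrate so inhibition keeps polarization high; 0% = DMSO wells and 100% = 60 µM reference IDE inhibitor Ii1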
Target sequence (P14735 whole entry, looked up): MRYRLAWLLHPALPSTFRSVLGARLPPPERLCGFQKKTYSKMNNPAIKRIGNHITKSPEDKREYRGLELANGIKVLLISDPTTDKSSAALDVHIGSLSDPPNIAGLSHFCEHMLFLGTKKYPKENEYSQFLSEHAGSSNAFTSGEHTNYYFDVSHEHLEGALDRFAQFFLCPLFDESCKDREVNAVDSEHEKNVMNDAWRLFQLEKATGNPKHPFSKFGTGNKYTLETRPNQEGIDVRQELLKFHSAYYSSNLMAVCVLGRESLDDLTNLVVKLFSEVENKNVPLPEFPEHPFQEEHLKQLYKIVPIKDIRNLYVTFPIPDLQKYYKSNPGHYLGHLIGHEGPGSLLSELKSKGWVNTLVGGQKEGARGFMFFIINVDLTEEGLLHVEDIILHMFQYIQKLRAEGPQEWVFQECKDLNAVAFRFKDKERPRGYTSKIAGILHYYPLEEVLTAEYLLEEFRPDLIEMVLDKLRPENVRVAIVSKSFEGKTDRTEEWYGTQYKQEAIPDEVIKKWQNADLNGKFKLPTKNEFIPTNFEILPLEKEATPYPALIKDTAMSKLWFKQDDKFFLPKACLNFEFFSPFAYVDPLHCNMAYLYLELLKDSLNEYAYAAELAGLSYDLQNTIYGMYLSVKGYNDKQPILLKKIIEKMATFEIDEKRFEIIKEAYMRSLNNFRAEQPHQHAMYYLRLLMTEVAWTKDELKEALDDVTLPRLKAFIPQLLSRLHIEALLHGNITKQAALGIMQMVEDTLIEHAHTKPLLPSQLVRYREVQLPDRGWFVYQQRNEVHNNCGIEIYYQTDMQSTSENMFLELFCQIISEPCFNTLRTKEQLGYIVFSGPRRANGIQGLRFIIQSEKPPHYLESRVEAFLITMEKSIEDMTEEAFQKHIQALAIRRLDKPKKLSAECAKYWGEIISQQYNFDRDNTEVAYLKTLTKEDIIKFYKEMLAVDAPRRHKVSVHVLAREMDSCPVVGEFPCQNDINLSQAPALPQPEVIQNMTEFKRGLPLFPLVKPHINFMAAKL
DNA FID counter – counter-screen for HCV NS3 helicase inhibitors: DNA intercalator displacement; DNA fluorescent intercalator displacement, fluorescence; inhibition, % at 7.9 µM; 290,000 tested, 0.17% active; AID 1845; in the data active means inhibition above about 37%;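 further: 0% = vehicle and 100% = reference compound; higher means more ethidium bromide displaced from hairpin DNA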
VIM-2 inh – blocks Pseudomonas aeruginosa VIM-2 metallo-beta-lactamase | inhibition, % at 5.6 µM | AID 1527 | purified VIM-2, nitrocefin hydrolysis, epi-absorbance fluorescence | 290,000 tested, 0.89% active;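 active means inhibition above the mean of all tested compounds plus 3 SD, cutoff set per screening run, cut at about 7.5% in these data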;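 further: red hydrolysis product quenches plate fluorescence so inhibitors raise well fluorescence; 0% = enzyme with DMSO and 100% = DMSO without enzyme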
IMP-1 inhibitor – inhibitors of Pseudomonas aeruginosa IMP-1 metallo-beta-lactamase; 290,000 tested, 0.45% active; inhibition, % at 5.6 µM; purified IMP-1, nitrocefin hydrolysis, epi-absorbance fluorescence;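 active means inhibition above the mean plus 3 SD of all compounds in the same screening run, cut at about 4.5% in these data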;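 further: 0% = IMP-1 with DMSO and 100% = DMSO wells lacking enzyme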
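system = purified recombinant IMP-1 beta-lactamase | amount = 0.2 nM IMP-1, as dispensed | medium = HEPES buffer pH 7.1 with ZnSO4 and Brij 35 | times = 25 °C, 15 min preincubation, 25 min reaction | detection = plate fluorescence quenching by hydrolysis product, ex 480/em 530 nm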
pCIP destab – p/CIP protein destabilization; Q05BA5; F442A p/CIP-EGFP cells, EGFP fluorescence, 16 h; 290,000 tested, 0.01% active; decrease of EGFP signal, % at 10 µM;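 active means EGFP signal decrease of at least 30% at 10 µM or well 3 SD below plate mean, unless failing retest; inactive means the rest, including hits failing retest or dose response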; further: some compounds called inactive have numbers as strong as hits; many of its hits are not listed in these tables
NS3 helicase inh – inhibitors of Hepatitis C virus NS3 helicase | 290,000 tested, 0.56% active | NS3 helicase DNA unwinding, Cy5 molecular beacon fluorescence | inhibition, % at 10.9 µM;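 active means inhibition above the mean of all tested compounds plus 3 SD, set per campaign, cut at about 35% in these data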;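 further: 0% = DMSO wells and 100% = thioflavine S control wells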
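Assay system: hepatitis C virus NS3 helicase domain fragment enzyme. Also added: annealed dual-labelled DNA beacon duplex, ATP-started. Timing: 1 h reaction at 25 °C, ATP-initiated. Technique: Cy5 fluorescence at 0 and 60 min, beacon hairpin quenching. Evaluation: % inhibition of unwinding. Replication: one well per compound.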
SUMO HTRF inh – blocks human SUMOylation mediated by UBC9 | P63279 | HTRF SUMOylation assay, SAE1/SAE2 + UBC9, in vitro | inhibition, % at 35 µM | 290,000 tested, 0.36% active | AID 2006; in the data active means inhibition above about 50%, passing the limit was not always enough; further: strong numbers were not always called active
IDE act – activators of human insulin-degrading enzyme in cells | P14735 | HEK cells, FAbeta-B cleavage, fluorescence polarization; 0% vehicle, 100% cell-free pure enzyme wells | activation, % at 5.96 µM | 340,000 tested, 0.073% active;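 active means activation above the mean of all tested compounds plus 3 SD, set per screening campaign, cut at about 17% in these data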
PfM18AAP inh – blocks P. falciparum M18 aspartyl aminopeptidase | 290,000 tested, 1.2% active | AID 1822 | inhibition, % at 7.35 µM | recombinant PfM18AAP, H-Glu-NHMec fluorogenic cleavage;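 active means inhibition above the campaign mean inhibition over all tested compounds plus 3 SD, cut at about 28% in these data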;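 further: 0% = plate median of test compound wells and 100% = 2 mM ZnCl2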
The depositor's hits bear a star; nt = not tested or not shown; & = joins results of further samples.

SMILES | IDE inh | DNA FID counter | VIM-2 inh | IMP-1 inhibitor | pCIP destab | NS3 helicase inh | SUMO HTRF inh | IDE act | PfM18AAP inh
O=C(Nc1cccc(-n2cnnn2)c1)c1cc(Cl)nc(Cl)c1 | -1 | -4 | -0.9 | -1.2 | 6 | -5 | 0 | -2 | -1
C=CCN(CC=C)C(=O)Cn1cnc([N+](=O)[O-])n1 | 3 | -3 | -1.9 | -2.1 | 3 | 0 | 6 | 3 | 3
COC(=O)C1=C(C)N=C2SCCC(=O)N2C1/C=C/c1ccccc1 (configuration not stated) | 0 | -15 | -3.7 | -2.2 | 8 | 2 | 13 | -2 | 3
Cc1cc(OCC(=O)NNC(=O)c2cccnc2)cc(C)c1Cl | nt | -17 | -4.0 | -1.2 | 3 | 1 | 3 | -5 | 6
NC(=O)CN1C(=O)NC(c2ccccc2)(c2ccccc2)C1=O | 0 | -13 | -0.1 | -2.2 | 1 | 3 | 14 | 0 | -18
Cc1ccc(NC(=S)C2=C(O)c3sccc3N(C)S2(=O)=O)cc1 | 5 | -8 | -4.6 | 0.2 | -18 | 8 | 11 | -2 | 49*
COc1ccc(CCNC(=O)CN(C)S(=O)(=O)c2cccc3nsnc23)cc1OC | 2 | -4 | -0.7 | -0.3 | -5 | 0 | 10 | -4 | -1
CC(C)[C@H](NC(=O)c1ccccc1Cl)C(=O)OCc1cc(=O)n2cc(Br)ccc2n1 | 1 | -26 | -2.4 | -3.2 | 3 | -1 | 4 | 7 | 0
COc1ccc(-n2c(SC3CCOC3=O)nc3ccccc32)cc1 (configuration not stated) | 2 | -23 | -1.1 | -0.5 | 12 | -2 | 0 | -1 | -2
CCSc1nnc(NC(=O)C(CC)Oc2ccccc2)s1 (configuration not stated) | -4 | -16 | 0.8 | 0.2 | 4 | 1 | 13 | 0 | 0
Cc1ccc(-n2ncc3c(N4CCCC4)ncnc32)c(C)c1 | 7 | -20 | -2.5 | -2.2 | 0 | -10 | 26 | 6 | 3
Cc1cc(C(=O)N/N=C/c2cc(Cl)cc([N+](=O)[O-])c2O)c2ccccc2n1 | 1 | -10 | -3.3 | -2.8 | -7 | 23 | 32 | -3 | 18
COc1ccccc1-n1cc(CN2CCN(C3CCCCC3)C(CCO)C2)cn1 (configuration not stated) | 3 | 2 | -3.3 | 1.4 | -5 | 2 | -8 | 1 | -9
COC(=O)c1ccccc1NC(=O)CN(Cc1ccc(Cl)cc1)S(C)(=O)=O | -1 | -10 | -3.2 | -2.5 | -5 | -4 | -2 | -1 | -10
O=C(CSc1nc2ccccc2s1)Nc1ccc(Cl)c(S(=O)(=O)N2CCOCC2)c1 | 6 | -20 | -1.6 | -2.7 | -4 | -3 | 3 | -9 | 4
O=C(OCC(=O)N1CCCC1)c1ccc(S(=O)(=O)N2CCOCC2)cc1 | 5 | -1 | -0.9 | -1.3 | -11 | -4 | 17 | 5 | 1
O=C(Nc1cccn2ncnc12)c1ccc(Cl)cc1Cl | -2 | -5 | 0.1 | -2.3 | -5 | 11 | 32 | -2 | -22
COc1ccc(N2CCN(C(=O)CC3NC4CCCCC4NC3=O)CC2)cc1 (configuration not stated) | -1 | -4 | -3.0 | -0.9 | -14 | 2 | 12 | -2 | 8
CCC(c1nnnn1CCOC)N1CCN(C(=O)c2ccco2)CC1 (configuration not stated) | -5 | 2 | -1.8 | -2.0 | -5 | 9 | 7 | 1 | 2
Cc1ccc2nc(C)cc(Cl)c2c1 | 6 | 1 | -3.6 | -3.2 | -17 | 4 | 5 | -1 | 4
COc1ccc(-c2noc(-c3ccccc3-c3ccccc3)n2)cc1OC | 3 | -14 | -5.4 | -5.3 | 1 | 1 | -19 | -5 | 2
COc1ccc(-c2nnc(SCCC(=O)O)n2-c2ccccc2)cc1 | 2 | -39 | 0.8 | 2.0 | -5 | 6 | 8 | -1 | -4
O=C1CCCN1CCCNS(=O)(=O)c1ccc(Cl)c(C(=O)N2CCOCC2)c1 | -2 | 2 | -2.1 | -2.6 | 8 | 0 | 3 | 3 | -6
CCN(CC)CCN(C(=O)c1ccc2ccccc2c1)c1nc2cc3c(cc2s1)OCO3 | -4 | 9 | -1.6 | -0.6 | -13 | -20 | 7 | 1 | -5
CCN(CC(=O)NCc1ccccc1Cl)CC(=O)Nc1c(F)cccc1F | 3 | -7 | -1.8 | -2.3 | 10 | -5 | 8 | -1 | 2
CCOC(=O)[C@@H]1[C@H]2COc3cc(OC)ccc3[C@H]2N2C(=O)N(c3ccc(C(F)(F)F)cc3)C(=O)[C@@]12C | 0 | -33 | -0.5 | 0.8 | -7 | -35 | 0 | 7 | -19
NC(=O)Cc1nc(-c2ccc([N+](=O)[O-])cc2)cs1 | -2 | 0 | -1.7 | -1.8 | 9 | 3 | 22 | -1 | -1
CCO[C@@H]1OC(C(=O)NCc2ccccc2)=C[C@H](c2csc3ccccc23)[C@H]1CCCO | -1 | -31 | -1.3 | -1.9 | -9 | -14 | -12 | -4 | -12
CCc1ccc(N(CC(=O)O)S(=O)(=O)c2c(C)noc2C)cc1 | 6 | -7 | -1.0 | -2.0 | -8 | 6 | 3 | 5 | 3
O=S(=O)(c1ccc(Cl)cc1)N1CCN(Cc2cccnc2)CC1 | 3 | -14 | 1.6 | -0.9 | 15 | 11 | 8 | -1 | -4
O=C1NC[C@H](Cc2ccc(O)cc2)N(CCc2cccc3ccccc23)C1=O | -3 | nt | nt | nt | -8 | nt | 16 | -1 | nt
COc1ccccc1C(=O)NC(=O)COC(=O)c1cccc(NC(C)=O)c1 | -4 | -17 | 1.9 | -1.2 | -17 | 2 | 22 | -1 | -14
CC(=O)C1=C(C)NC(=O)NC1c1ccc2c(c1)OCO2 (configuration not stated) | 0 | -4 | -3.8 | -3.2 | -16 | 3 | 22 | 2 | 5
Cc1nc2c(-c3ccc(F)cc3)c(C)nn2c(C)c1CCC(=O)N1CCN(c2ccc(F)cc2)CC1 | -5 | -4 | -2.0 | -1.8 | -2 | -12 | -22 | 1 | -8
Cn1c([N+](=O)[O-])cnc1COC(N)=O | -3 | 0 | -0.8 | 0.1 | 7 | -5 | 1 | 6 | -3
OCc1cc(C(O)CNCCCCCCOCCCCc2ccccc2)ccc1O (configuration not stated) | 5&2 | 31 | 1.0 | 0.7 | -1 | -50 | 7 | 4 | 8
CCc1ccc2nc(N(CCCN(C)C)C(=O)c3ccc(S(=O)(=O)N4CCCC4)cc3)sc2c1 | 1 | 29 | -3.9 | -2.7 | 8 | -33 | -6 | -1 | 5
Cc1nccn1CC(=O)N/N=C/c1ccc(O)c(O)c1 | 9 | 2 | -2.4 | -3.6 | -3 | 5 | 26 | nt | 60*
O=S(=O)(c1ccc(Br)cc1)N1CCC2(CC1)OCCO2 | 1 | -18 | -0.9 | -1.4 | -4 | -4 | -1 | 6 | 2
COCCn1c(SCCN2CCCCC2)nc2ccccc2c1=O | 5 | 8 | -1.5 | -1.7 | -1 | 1 | 12 | 0 | -1
CCOCCCn1c(=S)[nH]c2cc3c(cc2c1=O)OCO3 | -6 | -11 | -4.9 | -4.9 | -8 | 2 | 17 | 4 | 7
CCC(=O)Nc1sc2c(c1C#N)CC(C)(C)NC2(C)C | 2 | 6 | -3.5 | -3.2 | -3 | 12 | 12 | 5 | -16
Cc1ccc(S(=O)(=O)n2ccc3cccnc32)cc1 | 1 | -6 | -1.5 | -2.4 | 11 | -1 | -36 | 8 | -6
COCCN(C(=O)C1=COCCO1)c1c(N)n(Cc2ccccc2)c(=O)[nH]c1=O | -2 | -2 | -2.1 | -3.4 | 1 | 4 | -11 | 2 | 1
C=CCn1c(C#N)c(N)sc1=N | -1 | 4 | 0.5 | -1.0 | -4 | -5 | -5 | -2 | -1
CCc1nccn1S(=O)(=O)c1ccc(Br)cc1Br | -6 | -8 | -4.5 | -2.3 | -10 | -4 | 4 | 2 | 3
Cn1cc(C(=O)NCc2ccccc2F)cn1 | 3 | -2 | 0.1 | -0.3 | -12 | -5 | -6 | 1 | -6
Cc1ccc2[nH]c(C(=O)O)c(NC(=O)CN3CCN(c4cccc(C)c4C)CC3)c2c1 | 4 | -41 | -1.6 | 0.5 | -6 | 16 | 13 | -6 | -13
CCOC(=O)c1cc2c(nc1N)CC(C)(CC)OC2 (configuration not stated) | 0 | -6 | -2.5 | -0.9 | -10 | 4 | 30 | 5 | 7
COc1ccc(/C=N/NS(=O)(=O)c2ccc(C)cc2)cc1OC(=O)c1ccccc1 | 2 | -8 | -4.7 | -1.1 | -20 | -5 | 2 | 3 | -2
CC(C)(C)C(=O)CN1C(=O)NC(c2ccccc2)(c2ccccc2)C1=O | -3 | -37 | -1.5 | -1.7 | 1 | -7 | -2 | 5 | 0
Cc1ccc(NC(=O)c2ccc3c(=O)n4c(nc3c2)CCCCC4)cc1F | 9 | -20 | 0.7 | -1.9 | 3 | 9 | 2 | -1 | -4
COc1cccc2sc(N(CCN(C)C)C(=O)c3ccc(S(=O)(=O)N4CCCC4)cc3)nc12 | -2 | 8 | -1.1 | -0.7 | -14 | -9 | 6 | 3 | 0
CCn1c(SCC(=O)c2cc(OC)ccc2OC)nnc1-c1ccncc1 | 4 | -3 | -2.6 | -3.6 | nt | 5 | nt | 6 | -1
CC(=O)c1cccc(N(CC(=O)NCC2CCCO2)C(=O)CCC(=O)Nc2cc(C)on2)c1 (configuration not stated) | 0 | -26 | -3.0 | -2.1 | -2 | -2 | -7 | -1 | 7
CCC(C)NC(=O)CC(NS(=O)(=O)c1ccc(NC(C)=O)cc1)C(C)C (configuration not stated) | -2 | 2 | -0.8 | -2.3 | 1 | -1 | 7 | 4 | -18
O=C(Nc1cccc(C(F)(F)F)c1)NC1CCCCC1 | -2 | -5 | -3.2 | -4.0 | 0 | 1 | -27 | -2 | -6
COc1ccc(N2CCN(S(=O)(=O)/C=C/c3ccccc3)CC2)cc1 | 2 | -6 | -1.6 | 0.4 | 0 | -7 | -2 | 7 | -3
COc1ccc2[nH]c3c(NCCN(C(C)C)C(C)C)ncnc3c2c1 | 2 | 19 | 0.1 | -1.1 | 3 | 3 | 23 | -1 | -1
Cc1oc(-c2ccccc2)nc1Cn1cccc1C1=NC(c2ccccc2)CO1 (configuration not stated) | 7 | 0 | -3.4 | -4.6 | -19 | -49 | -28 | 5 | 1

Structural class, the entries above containing a thiophene ring, fused or not (3)
SMILES | IDE inh | DNA FID counter | VIM-2 inh | IMP-1 inhibitor | pCIP destab | NS3 helicase inh | SUMO HTRF inh | IDE act | PfM18AAP inh
Cc1ccc(NC(=S)C2=C(O)c3sccc3N(C)S2(=O)=O)cc1 | 5 | -8 | -4.6 | 0.2 | -18 | 8 | 11 | -2 | 49*
CCO[C@@H]1OC(C(=O)NCc2ccccc2)=C[C@H](c2csc3ccccc23)[C@H]1CCCO | -1 | -31 | -1.3 | -1.9 | -9 | -14 | -12 | -4 | -12
CCC(=O)Nc1sc2c(c1C#N)CC(C)(C)NC2(C)C | 2 | 6 | -3.5 | -3.2 | -3 | 12 | 12 | 5 | -16
